KCNQ1 act – potentiates or activates the human KCNQ1 potassium channel; CHO-K1 KCNQ1, thallium flux FluxOR fluorescence; hits give high values; B-score at 10 µM; 310,000 compounds, 0.35% hits; P51787;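 active = fluorescence ratio B-score, a plate-corrected score, at least three library SD, with initial intensity B-score within 5 SD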
Target sequence (P51787 whole entry, looked up): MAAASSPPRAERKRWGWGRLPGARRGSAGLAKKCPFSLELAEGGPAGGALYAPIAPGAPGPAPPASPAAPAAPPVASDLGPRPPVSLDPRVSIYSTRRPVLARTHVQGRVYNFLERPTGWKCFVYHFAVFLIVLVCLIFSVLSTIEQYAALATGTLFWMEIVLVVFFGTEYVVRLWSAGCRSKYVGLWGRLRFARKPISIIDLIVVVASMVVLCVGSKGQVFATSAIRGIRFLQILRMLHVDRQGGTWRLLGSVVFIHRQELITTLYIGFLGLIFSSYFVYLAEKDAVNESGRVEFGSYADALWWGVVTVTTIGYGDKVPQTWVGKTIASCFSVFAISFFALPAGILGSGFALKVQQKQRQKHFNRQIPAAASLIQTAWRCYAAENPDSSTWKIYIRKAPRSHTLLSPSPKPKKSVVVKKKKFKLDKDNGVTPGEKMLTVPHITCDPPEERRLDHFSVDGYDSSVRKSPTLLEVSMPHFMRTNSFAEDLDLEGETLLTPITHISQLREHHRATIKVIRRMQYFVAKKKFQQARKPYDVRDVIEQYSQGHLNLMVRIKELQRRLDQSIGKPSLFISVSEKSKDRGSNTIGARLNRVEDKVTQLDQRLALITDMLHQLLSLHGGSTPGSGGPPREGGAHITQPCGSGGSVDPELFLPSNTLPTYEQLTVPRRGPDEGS
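System: Stable KCNQ1 CHO-K1 line | Incubation: 90 min dye loading and 20 min compound exposure, both at room temperature | Measure: Ratio B score | Medium: Assay buffer for compound exposure, DMSO matched across wells | Compound dosing: Single-concentration screen | Probe or stimulus: K+/Tl+ depolarizing stimulus | Measured by: Kinetic FluxOR fluorescence, 10 s baseline plus 110 s post-stimulus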
HDAC3 inh – blocks human histone deacetylase 3 | inhibition, % at 8.3 µM | AID 2718 | recombinant HDAC3, fluorogenic peptide/trypsin coupled, fluorescence | 320,000 compounds, 0.15% hits; in the data active = inhibition above about 26%, passing the limit was not always enough; inconclusive = no clear call, values can overlap the other calls
RGS4 block – inhibitors of human RGS4 | P49798 | HEK293 M3R/RGS4 inducible, Fluo-4 calcium flux; hits give high values; triggered by carbachol at its EC20 | B-score at 10 µM | 310,000 compounds, 0.45% hits;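 active = B-score, a plate-corrected calcium signal, over three deviations above library mean, with baseline fluorescence within five deviations of library mean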;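 note: RGS4 expression induced by doxycycline in cells with stable M3 receptor; B-score is computed from the integrated fluorescence ratio over baseline after carbachol; higher B-score means a larger calcium signal and so more RGS4 inhibition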
Target sequence (P49798 whole entry, looked up): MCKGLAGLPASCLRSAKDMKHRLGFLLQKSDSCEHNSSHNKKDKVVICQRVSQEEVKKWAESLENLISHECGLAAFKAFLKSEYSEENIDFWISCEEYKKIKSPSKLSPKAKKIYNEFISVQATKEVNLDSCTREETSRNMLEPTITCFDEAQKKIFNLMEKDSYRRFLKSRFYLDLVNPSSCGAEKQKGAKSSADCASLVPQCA
SKKanGAS inh – inhibitors of SKKanGAS S. pyogenes growth in kanamycin (SK-promoter or general growth effect); 300,000 compounds, 1.3% hits; AID 1662; inhibition, % at 7.5 µM; BacTiter-Glo, 6 h;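 active = mean replicate score, as percent of positive control median, at least 50; inconclusive = mean below 50 but one replicate at or above 50; inactive = mean and every replicate below 50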;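 note: strain carries kanamycin resistance gene driven by streptokinase promoter and grows in 40 µg/ml kanamycin; loss of luminescence reflects streptokinase promoter inhibition or plain growth inhibition; 0% = median of DMSO wells and 100% = positive control at its reference dose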
KCNK9 inh – blocks the human KCNK9 two-pore domain potassium channel. Q9NPC2. HEK293 KCNK9, FluxOR thallium flux fluorescence; hits give low values. B-score at 10 µM. 310,000 compounds, 1.2% hits. AID 488922;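 active = ratio B-score over 3 SD below the library mean, with starting fluorescence within 5 SD of its mean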;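 note: negative B-score means less thallium flux so channel inhibition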
hERG protect – shields human hERG channel from block by proarrhythmic agents; 310,000 compounds, 0.51% hits; CHO-hERG, FluxOR thallium flux, dofetilide IC70 present; Q12809; activation (rescue from dofetilide block), less the hit threshold, % at 10 µM;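 active = activation above the mean of controls blocked by dofetilide plus 5 SD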;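 note: thallium influx through hERG after potassium depolarization seen as dye fluorescence rise; in these data hits start at about 4.7%; inactives centre near -7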
KCNQ1 block – blocks the human KCNQ1 potassium channel | P51787 | CHO-K1 KCNQ1, FluxOR thallium flux fluorescence; hits give high values | B-score at 10 µM | 310,000 compounds, 1.3% hits | AID 2642;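 active = compounds whose thallium flux B-score, printed positive for inhibition, exceeds three library SD while starting fluorescence stays within three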;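 note: channel opened by potassium depolarization with thallium stimulus after 20 min compound exposure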
ANO1 activ – activates or potentiates the mouse TMEM16A chloride channel; 340,000 compounds, 0.3% hits; B-score at 10 µM; HEK293 TMEM16A/YFP-H148Q/I152L, iodide quench fluorescence; hits give low values;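 active = fluorescence-ratio B-score plate-corrected deviation score at least 3 library SD below zero, with starting fluorescence score within 5 deviations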;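 note: channel opened by trigger with iodide after compound preincubation; score built on the fluorescence ratio of max minus min over baseline; more negative score means more quench and so TMEM16A activation or potentiation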
KCNK3 inh – human KCNK3 channel inhibition, primary screen; 340,000 compounds, 0.84% hits; B-score at 10 µM; O14649; CHO-KCNK3 thallium flux, FluxOR fluorescence; hits give low values;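 active = B-score under library mean minus 4 SD, starting fluorescence ratio at most library mean plus 5 SD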;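 note: more negative B-score means stronger inhibition of thallium flux through KCNK3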
TMEM16A inh – mouse TMEM16A channel inhibition, primary screen. Q8BHY3. HEK293 TMEM16A/YFP iodide influx fluorescence, ionomycin. normalized B-score (activity score, 25-100; higher = stronger inhibition) at 10 µM. 310,000 compounds, 1.2% hits. AID 588511;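 active = ratio plate-corrected score three or more library SD toward inhibition, starting fluorescence score within five deviations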;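 note: score derived from kinetic fluorescence span divided by baseline fluorescence per well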
RGS4 act – RGS4 potentiation or activation. B-score at 10 µM. 310,000 compounds, 0.92% hits. HEK293 M3R/inducible RGS4, carbachol calcium flux Fluo4; hits give low values. AID 463111;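 active = B-score of the integrated calcium signal more than 4 SD below the library mean, with starting fluorescence not abnormally high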;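 note: negative B-score means reduced calcium response which marks RGS4 activation or potentiation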
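Detection: kinetic calcium fluorescence imaging with Fluo4-AM dye, 2 µM / Material: HEK293 cells with stable M3R and inducible RGS4 / Schedule: recording 10 s baseline at 1 Hz, 100 s post-agonist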
The depositor's hits bear a star; i = inactive; ? = inconclusive; · = no result given.

SMILES	KCNQ1 act	HDAC3 inh	RGS4 block	SKKanGAS inh	KCNK9 inh	hERG protect	KCNQ1 block	ANO1 activ	KCNK3 inh	TMEM16A inh	RGS4 act
CC(C)CNC(=S)N1CCC(c2nc(-c3ccc(F)cc3)no2)CC1	i	3	i	·	i	-14	i	i	i	100*	i
CCOC(=O)C1(CCCc2ccccc2)CCN(C(=O)c2cncs2)CC1	i	?	i	-4	i	-14	i	i	i	i	i
COc1ccc(/C=N/N=C/c2c[nH]c(=O)c(C#N)c2Nc2ccccc2)cc1	i	-2	i	-4	i	0	i	i	i	i	i
COc1ccc(Cl)cc1NC(=O)c1cc(-c2cc(C)ccc2O)n[nH]1	i	-1	i	-4	i	-17	i	i	i	i	i
O=Cc1ccc(C(=O)OCC(=O)N2CCCC2)cc1	i	-5	i	14	i	-9	i	i	i	i	i
COc1ccc(C(=O)Nn2c(SCC(=O)c3ccc(Cl)cc3)nc3ccccc3c2=O)cc1	i	5	i	25	-7.1*	-13	i	i	i	i	i
CC(Oc1ccc(Cl)cc1)c1ccn[nH]1 (configuration not stated)	i	-9	i	3	i	-3	i	i	i	i	i
CCN(CC)c1ccc(NC(=O)c2c(OC)cccc2OC)c(C)c1	i	2	i	1	i	-3	i	i	i	i	i
CC1(C)Cc2cccc(C(=O)NCc3ccco3)c2O1	i	·	i	-3	i	-8	i	i	-11*	i	i
COc1cccc(C2CC(c3c(F)cccc3Cl)n3nc(N)nc3N2)c1 (configuration not stated)	i	0	i	1	i	-6	i	i	i	i	i
CCn1cc(S(=O)(=O)c2ccc(C)cc2)c(=O)c2cc(OC)ccc21	i	-1	i	0	i	-6	i	i	i	i	i
CC(=O)Nc1cccc(NC(=O)CSc2ncc(C(=O)Nc3ccccc3)c(=O)n2C)c1	i	4	5.8*	-12	i	-9	i	i	i	i	i
O=C(CCCc1ccccc1)Nc1cccc2c1CCCC2	i	1	i	-6	i	-6	i	i	i	i	i
Cc1ccc2nc(CSc3nc(C)ccc3C#N)[nH]c2c1	i	5	i	0	i	-18	i	i	i	i	i
CCc1nn(CC(=O)NC(C)CCc2ccccc2)c(=O)c2cc3cc(F)ccc3n12 (configuration not stated)	i	14	i	7	i	-7	i	i	i	i	i
COc1cccc(C(=O)CSc2nnc(CNc3nc(-c4ccccc4)cs3)n2C)c1	i	8	i	16	i	0	i	i	i	i	i
CCn1c(CC(=O)Nc2ccccc2F)nnc1SCC(=O)Nc1nncs1	i	5	i	0	i	-3	i	i	i	i	i
CCCCCCCCS(=O)c1sc2nc3c(cc2c1N)CCCC3 (configuration not stated)	i	-2	i	3	i	-17	i	i	i	i	i
CC(C)(C)C1CCC(=NNC(=O)c2ccc(Br)o2)CC1 (configuration not stated)	i	2	i	0	i	-8	i	i	i	i	i
O=C(Nc1cccc(F)c1)c1ccc(Br)o1	i	5	i	2	i	-7	i	i	i	i	i
O=C(c1ccccc1NS(=O)(=O)c1ccc2c(c1)OCCO2)N1CCOCC1	i	-2	i	-12	i	0	i	i	i	i	i
Cc1cc(SCc2cccc(Cl)c2)nc(=O)[nH]1	i	5	i	-1	i	-3	i	i	i	i	i
Cc1cc([N+](=O)[O-])ccc1NC(=O)CSc1nccc(=O)[nH]1	i	4	i	2	i	-9	i	i	i	i	i
Cc1noc(C)c1S(=O)(=O)N1CCN(c2ccccc2)CC1	i	6	i	0	i	-8	i	i	i	i	i
CCOC(=O)c1[nH]c2ccc(OCC)cc2c1NC(=O)CN1CCN(c2ccccn2)CC1	i	-3	i	33	i	-6	i	i	i	i	i
CNC(=O)c1cc2c(s1)-c1ccccc1CC2	i	-160	i	-8	i	-9	i	i	i	i	i
CCCCCCn1nc(C(=O)OCC(=O)NC2CCS(=O)(=O)C2)c2ccccc2c1=O (configuration not stated)	i	7	i	-9	i	-18	i	i	i	i	i
Cc1cccc(C)c1Nc1c(-c2ccccc2O)nc2ncccn12	i	7	i	7	i	-9	i	i	i	i	i
O=C(Cn1cnc2ccccc2c1=O)Nc1cccc(S(=O)(=O)N2CCCCC2)c1	i	2	i	-1	i	-14	i	i	i	i	i
CC(Oc1ccc(F)cc1F)C(=O)/C=C/N(C)C (configuration not stated)	i	-1	i	1	i	-7	i	i	i	i	i
O=C(c1cc2cc([N+](=O)[O-])ccc2oc1=O)N1CCN(c2ncccn2)CC1	i	1	i	-1	i	-10	i	i	i	i	i
O=C(O)CCc1nn2c3ccccc3n(Cc3ccccc3F)c2nc1=O	i	-5	i	-6	i	-1	i	i	i	i	i
CC1CCN(S(=O)(=O)c2cccc(C(=O)N(C)C3(C)CCS(=O)(=O)C3)c2)CC1 (configuration not stated)	i	0	i	-15	i	-2	i	i	i	i	i
Cn1c(SCC(=O)c2ccc(F)cc2)nnc1-c1cccnc1	i	2	i	-16	i	-10	i	i	i	i	i
CCOc1ccc2nc(NCCNC(=O)C(C)C)c(C)cc2c1	i	-37	i	1	i	-7	i	i	i	i	-7.4*
CCCCN(CCCC)S(=O)(=O)c1ccc(NC(=O)c2cccs2)cc1	i	3	i	31	-8.6*	-19	i	i	i	100*	i
Cc1[nH]c2ccccc2c1C(=O)C(=O)N1c2ccccc2CC1C (configuration not stated)	i	12	i	-1	i	-8	i	i	i	i	i
Cn1nccc1C(=O)Nc1ccc(Cl)cc1	i	1	i	-2	i	-1	i	i	i	i	i
CC(=O)N1N=C(c2ccncc2)OC12CCCCCC2	i	-41	i	-5	i	-8	i	i	i	i	i
O=C(NC1CCN(Cc2ccccc2)CC1)c1c(Cl)cccc1Cl	i	0	i	-1	i	-1	i	i	i	i	i
Cc1ccc2c(c1)CN1CN2Cc2cc(C)ccc21	i	-2	i	-15	i	-11	i	i	i	i	i
CCOc1ccc(C2=CSC3=NCCN23)cc1Cl	i	-2	i	5	i	-6	i	i	i	i	i
COC(=O)c1cc(NC(=O)c2nn(C)c(=O)c3ccccc23)cc(C(=O)OC)c1	i	-1	i	8	i	-23	i	i	i	i	i
COc1ccccc1OCCNC(=O)C1CC(=O)N(c2ccc3c(c2)OCCO3)C1 (configuration not stated)	i	-10	i	0	i	-12	i	i	i	i	i
CCOc1ccc(CNC(=O)c2ccc(Sc3ccc(Cl)cc3)c(NC(C)=O)c2)cc1OC	i	10	i	-2	i	-10	i	i	i	i	i
OCCNc1nc(-c2ccccc2)c2cc(Cl)ccc2n1	i	-12	i	-3	i	-5	i	i	i	i	i
COc1ccc(OCCC(=O)N2CCCCC2)cc1	i	4	i	1	i	-3	i	i	i	i	i
Cc1cc(-n2nc(C)cc2C)n2nc(C)c(-c3ccc(Cl)cc3)c2n1	i	2	i	-9	i	-7	i	i	i	i	i
COc1ccc(-c2cc(C(F)(F)F)n3ncc(C(=O)O)c3n2)cc1OC	i	5	i	-1	i	-5	i	i	i	i	i
O=C(/C=C/c1ccccc1)Nc1cccnc1Oc1ccccc1F	i	1	i	0	i	-5	i	i	i	i	i
Cc1cc(NC(=O)C(C)SCC(=O)Nc2nnc(CC(C)C)s2)no1 (configuration not stated)	i	1	i	-3	i	-7	i	i	i	i	i
COc1ccc(-c2[nH]c(-c3ccc(SC)cc3)nc2SCC(=O)Nc2nccs2)cc1	i	1	i	30	i	-10	i	i	i	i	i
Nc1nnc(SCC(=O)c2ccco2)s1	i	4	i	0	i	-9	i	i	i	i	i
CCc1noc(C)c1C(=O)Nc1ncc(C)s1	i	5	i	-14	i	-7	i	i	i	i	i
CN1CCN(C(=O)c2cnn(-c3ccccc3)c2NC(=O)c2ccccc2F)CC1	i	-11	i	9	i	-1	i	i	i	i	i
COc1ccc(CNC(=O)CCc2c(C)nc3ncnn3c2C)cc1	i	1	i	-1	i	-5	i	i	i	i	i
O=[N+]([O-])c1ccc(S(=O)(=O)CC(CN2CCOCC2)N2CCOCC2)cc1 (configuration not stated)	i	1	i	-1	i	-6	i	i	i	i	i
COc1ccccc1N1CCN(S(=O)(=O)c2cnc[nH]2)CC1	i	·	i	-4	i	-13	i	i	i	i	i
C/C(=C/C(=O)Nc1cccc(F)c1)N1CCCC1	i	2	i	1	i	-3	i	i	i	i	i
O=C(CSc1nnc(CNC(=O)c2ccco2)o1)c1ccc(Cl)cc1	i	4	i	-8	i	1	i	i	i	i	i
Next part
SMILES	KCNQ1 act	HDAC3 inh	RGS4 block	SKKanGAS inh	KCNK9 inh	hERG protect	KCNQ1 block	ANO1 activ	KCNK3 inh	TMEM16A inh	RGS4 act
O=C(Nc1nnc(-c2ccc(Cl)s2)o1)C1CCCCC1	i	-8	i	11	i	-7	i	i	i	i	i
COC(=O)c1cccc(NC(=O)c2ccc3c(c2)C(=O)N(Cc2cccnc2)C3=O)c1	i	2	i	0	i	-1	i	i	i	i	i
Cc1ccc(C(=O)OCC(=O)Nc2cccc(S(=O)(=O)NC3=NCCCCC3)c2)c(C)c1	i	7	i	-2	i	-19	i	i	i	i	i
O=C(CN1C(=O)c2ccccc2C1=O)Nc1sc2c(c1C(=O)NCc1ccco1)CCCC2	i	6	i	7	i	-6	i	i	i	i	i
Cn1c(SCC(=O)Nc2ccccc2)nc2c([nH]c3ccccc32)c1=O	i	-5	i	-8	i	-5	i	i	i	i	i
Cc1cc(C)c(S(=O)(=O)N2CCCCCC2)cc1Br	i	0	i	19	i	-5	i	i	i	i	i
Cc1cccc(C)c1NC(=S)NNc1ncc(C(F)(F)F)cc1Cl	i	5	i	1	i	-9	i	i	i	i	i
Cc1ccc(SCC(=O)NCc2ccccc2C)cc1	i	3	i	6	i	-3	i	i	i	i	i
Cc1ccc(CN2CCSc3ccc(C(=O)N4CCOCC4)cc32)cc1	i	-9	i	-3	i	-14	i	i	i	i	i
CCCc1cc(=O)[nH]c(/N=C(\N)Nc2ccccc2)n1	i	-5	i	-3	i	-7	i	i	i	i	i
Cc1ccc(-n2c(C)cc(C(=O)CN3C(=O)C(=O)N(C4CCCC4)C3=O)c2C)cc1	i	3	i	6	i	-16	i	i	i	i	i
O=C(Nc1cccc2cccnc12)c1ccc(Cl)cc1Cl	i	-2	i	6	i	-2	i	i	i	i	i

Assay outcomes deposited in PubChem by several laboratories.
